KinaseGlo FLuc: blocks Kinase-Glo luciferase, a counter-screen artifact. Kinase-Glo luciferase, ATP luminescence, 8 min. Potency, µM (series often up to 38.3 µM), for inactives: at the top dose activity change, negative = inhibition, usual class: inhibitors. 200,000 compounds, 0.28% hits; also: potency is read from the fitted curve at half-maximal effect; % is scaled to controls: 0 for no effect and ±100 for the full control effect; nearly all actives have a fitted effect of over 60% in size
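Luminescence was the read-out, taken after 8-minute incubation at ambient temperature. Luciferase turned over luciferin with 10 uM ATP in imidazole pH 7.2 buffer containing KCl, MgCl2, Tween 20 and BSA.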
CBFb-RUNX1 inh: blocks binding between human CBF-beta and RUNX1; Q01196+Q13951; AlphaScreen CBFb-His/RUNX1-biotin binding, biochemical; Potency, µM (top dose mostly 59.8 µM), without a hit: top-dose activity, negative = inhibition, actives largely listed as inhibitors; 230,000 tested, under 10 active; AID 1477; also: % of control where 0% means no effect
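CBFb-His/RUNX1-biotin, 30 nM each, preincubated 20 min RT; compound 15 min RT; Ni + streptavidin beads 50 ng each, 90 min RT; AlphaScreen read.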
L3MBTL1 inh: blocks human L3MBTL1; Q9Y468; AlphaScreen L3MBTL1–H3K9me1 peptide binding; Potency, µM (titrated, usually from 57.1 µM), for inactives: at the highest dose activity, negative = inhibition, most hits filed as inhibitors; 230,000 compounds, 0.66% hits; AID 485360; also: potency is read from the fitted curve at half-maximal effect; % is scaled to controls: 0 for no effect and ±100 for the full control effect; nearly all actives have a fitted effect of over 60% in size
Target sequence (Q9Y468 whole entry, looked up): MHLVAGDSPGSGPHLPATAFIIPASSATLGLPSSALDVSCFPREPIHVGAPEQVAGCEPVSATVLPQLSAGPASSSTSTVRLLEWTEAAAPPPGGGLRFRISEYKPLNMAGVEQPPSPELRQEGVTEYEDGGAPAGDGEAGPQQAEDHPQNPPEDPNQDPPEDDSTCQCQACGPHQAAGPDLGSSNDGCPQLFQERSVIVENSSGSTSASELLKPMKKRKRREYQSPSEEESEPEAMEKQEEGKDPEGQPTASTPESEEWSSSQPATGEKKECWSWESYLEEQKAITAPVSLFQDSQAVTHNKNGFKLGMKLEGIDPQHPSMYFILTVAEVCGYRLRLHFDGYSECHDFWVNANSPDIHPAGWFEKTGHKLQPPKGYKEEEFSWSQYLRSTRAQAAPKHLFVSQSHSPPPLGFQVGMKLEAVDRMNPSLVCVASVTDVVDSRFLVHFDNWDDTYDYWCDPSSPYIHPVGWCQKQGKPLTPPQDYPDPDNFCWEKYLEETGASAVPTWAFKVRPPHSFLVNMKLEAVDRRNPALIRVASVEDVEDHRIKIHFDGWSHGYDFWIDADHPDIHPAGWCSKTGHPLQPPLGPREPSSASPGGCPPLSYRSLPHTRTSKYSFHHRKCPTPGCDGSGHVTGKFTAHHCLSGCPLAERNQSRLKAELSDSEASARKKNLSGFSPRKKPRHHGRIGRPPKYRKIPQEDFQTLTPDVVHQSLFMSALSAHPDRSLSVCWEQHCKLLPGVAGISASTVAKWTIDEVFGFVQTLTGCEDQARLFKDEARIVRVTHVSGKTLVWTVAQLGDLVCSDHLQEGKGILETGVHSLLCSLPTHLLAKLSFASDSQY
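First, the protein-peptide complex forms for 30 min at room temperature (L3MBTL1 50 nM, biotinylated H3K9me1 peptide 75 nM). Next, compounds are pin-transferred and incubated 30 min. Finally, AlphaScreen beads are added and read after 30 min.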
HTT aggregate: mutant huntingtin aggregation inhibition. Potency, µM (doses to about 46.1 µM), for inactives: top-dose activity change, negative = inhibition, hits mostly inhibitors. 220,000 compounds, 1.1% hits. AID 1688. PC12 HttQ103-GFP aggregates, Acumen cytometry, 40 h; also: potency is read from the fitted curve at half-maximal effect; % is scaled to controls: 0 for no effect and ±100 for the full control effect; nearly all actives have a fitted effect of over 60% in size
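Huntingtin Q103 exon 1–GFP aggregates in induced PC12 cells (100 nM tebufenozide) were quantified by cytometry from lysates, with compounds dosed in titration.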
Epigenetic reg: regulators of epigenetic silencing causing reporter derepression in mouse cells | 280,000 compounds, 0.2% hits | murine LDR cells, GFP reporter derepression, 30 h | AID 1865 | Potency, µM (titrated, usually from 53.9 µM), for the others: at the top dose GFP activation, usual class: activators; also: potency is read from the fitted curve at half-maximal effect; % of control where 0% means no effect; nearly all actives have a fitted effect of over 60% in size
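GFP-positive cell count by laser-scanning cytometry (objects 20–120 um) after 30 h, 37 C compound exposure of murine LDR cells; reporter is CMV-GFP integrated at a silenced locus, inducible by HDAC or DNMT inhibitors.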
NPSR antagonist: neuropeptide S receptor (human) antagonism, cAMP; Potency, µM (top dose mostly 38.3 µM), for inactives: top-dose activity change, negative = inhibition, hits mostly inhibitors; Q6W5P4; AID 1461; CHO-NPSR cells, cAMP TR-FRET, antagonist mode; 220,000 compounds, 1% hits; also: potency is read from the fitted curve at half-maximal effect; % is scaled to controls: 0 for no effect and ±100 for the full control effect; nearly all actives have a fitted effect of over 50% in size; many of its hits are not listed in these tables
IMPase Li inh: membrane-permeable IMPase blocker, potentiated with lithium; CHO-M1 cells, IP1 TR-FRET (IP-One), carbachol + lithium; Potency, µM (doses to about 59.4 µM), without a hit: at the top dose activity, negative = IMPase inhibition, usual class: inhibitors; 210,000 compounds, 0.35% hits; AID 1457;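 also: IP1 builds up when IMPase is blocked and the TR-FRET signal falls; potency is read from the fitted curve at half-maximal effect; plate controls were basal vehicle for no effect and high inhibitor control for full effect; nearly all actives have a fitted effect of over 50% in size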
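Concentration–response in CHO-M1 cells, lithium-potentiated; 30 min at 37C. IP1 detected by competitive TR-FRET after 10 min lysis at RT. Hill-fitted AC50.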
* marks the source's active call; other numbers are inactive results; ? = inconclusive; · = not tested or not shown; [ ] = remark or other dose. Calls follow the shape of the dose curve; as a rule, active = well fitted curve in the direction sought with a large enough effect; inconclusive = small, poorly fitted or top-dose-only effect, or another doubt; inactive = no such curve, though single readings can be large; an effect the other way counts as inactive or inconclusive. An excerpt, so the mix of outcomes need not match the whole.

SMILES	KinaseGlo FLuc	CBFb-RUNX1 inh	L3MBTL1 inh	HTT aggregate	Epigenetic reg	NPSR antagonist	IMPase Li inh
O=C1CCCc2ccccc2N1Cc1ccc(Cl)cc1Cl	1%	9%	12%	11%	-0.9%	-10%[46.1 µM]	7%
Cc1ccc2c(c1)nc(NCCO)n2C	-3%	0%	6%	-27%	2.4%	-12%[46.1 µM]	-3%[38.3 µM]
Cc1[nH]ccc(=O)c1OCc1ccccc1	-1%	5%	-2%	-20%	-2.6%	-3%[46.1 µM]	11%[38.3 µM]
C=CCn1c(SCn2nnc3ccccc3c2=O)nnc1-c1ccc(Cl)cc1	-1%	-2%	0%	7%	0.0%	?	2%[38.3 µM]
O=C(O)c1cccc(Nc2ncnc3ccccc23)c1	-4%	2%	·	-9%	-1.0%	-13%[46.1 µM]	23%[38.3 µM]
COc1ccc(-c2[nH]ncc2CN(CCO)Cc2cccs2)c(F)c1	0%	-3%	7%	-3%[9.22 µM]	-3.9%	-2%	3%
O=C(NCc1ccc[n+](CCCCS(=O)(=O)[O-])c1)c1ccc(OC(F)F)cc1	-8%	2%	-24%	7%	4.5%	14%	3%
Cc1ccc(SCc2cc(=O)[nH]c(/N=C(\N)Nc3ccccc3Sc3ccccc3)n2)cc1	-2%	-1%	4%	8%	0.0%	8%	4%
COc1cc(C(Nc2ccc(S(=O)(=O)N3CCC(C)CC3)cc2)C(=O)NCC2CCCO2)cc(OC)c1OC (stereo unspecified)	0%	0%	0%	6%	0.3%	-4%	6%
CCOc1ccc(C2C(C#N)=C(N)Oc3cc(C)n(CCN(C)C)c(=O)c32)cc1OCC (stereo unspecified)	1%	11%	-5%	7%	-1.1%	-12%[46.1 µM]	15%[38.3 µM]
NC(=O)CC(NC(=O)Cc1cccc2ccccc12)c1ccc(NC2CCC2)c([N+](=O)[O-])c1 (stereo unspecified)	·	-4%	·	-28%[9.22 µM]	-1.0%	4%	·
CC(C)=CCN1CCN(Cc2cccc3nccnc23)CC1CCO (stereo unspecified)	·	5%	2%	2%[9.22 µM]	-0.2%	-8%	7%
O=C(c1ccccc1)N1CCN(c2ccc([N+](=O)[O-])c(N3CCOCC3)c2)CC1	-2%	-6%	-5%	7%	-3.0%	-11%	-6%
CC(C)CCC1=NN(C(=O)c2ccco2)C(O)(C(F)(F)F)C1 (stereo unspecified)	4%	10%	62%[activator]	-3%[9.22 µM]	5.6%	7%	8%
C=C(C)Cn1c(N2CCN(c3ccc(OC)cc3)CC2)nc2c1c(=O)n(C)c(=O)n2C	2%	-15%	·	?	-1.3%	15%	6%
CSCCC(NS(=O)(=O)c1ccc2c(c1)oc(=O)n2C)C(=O)NC1CCCCC1 (stereo unspecified)	3%	2%	?	-12%	-1.0%	9%	1%
O=c1cc(-c2ccc(O)c(O)c2)oc2ccccc12	-9%	5%	·	·	-1.3%	·	53%[activator]
COC(=O)C/C=C/[C@@H](C)[C@@H](/C=N/OC[C@@H](C)[C@H](OCc1ccccc1)C(C)C)NS(=O)(=O)c1ccc(C)cc1	1%	20%	7%	32%	0.1%	-57%	6%
CCOc1ccc(/C=C2\SC(=O)N(c3ccc(O)cc3)C2=O)cc1OC	·	4%	·	4%[9.22 µM]	2.5%	9%	·
CN1CCN(c2nc(-c3ccccc3)c3cc(Cl)ccc3n2)CC1	-2%	20%	3%	8%	2.5%	?	-4%[38.3 µM]
CCc1cc2c(SCc3nc4sc(C(C)=O)c(C)c4c(=O)[nH]3)ncnc2s1	·	-1%	-11%	1%[9.22 µM]	1.1%	44%	·
CC(N1CCOC1=O)S(=O)(=O)c1ccccc1 (stereo unspecified)	-1%	-2%	·	-15%	2.4%	-4%[46.1 µM]	9%[38.3 µM]
CS(=O)(=O)N(CC(=O)NCc1cccnc1)Cc1ccc(Cl)cc1	0%	5%	3%[11.4 µM]	-5%	0.0%	6%[46.1 µM]	15%[38.3 µM]
O=C(c1cc(F)cc2c1OCOC2)N1CCN(c2ccc(F)cc2)CC1	·	9%	-10%	-4%[9.22 µM]	-0.1%	2%	·
Cc1cc(C(=O)OCC(=O)Nc2ccc(F)cc2)c(C)o1	2%	3%	·	7%	-1.1%	-7%[46.1 µM]	24%[38.3 µM]
The list goes on.
SMILES	KinaseGlo FLuc	CBFb-RUNX1 inh	L3MBTL1 inh	HTT aggregate	Epigenetic reg	NPSR antagonist	IMPase Li inh
O=C(Nc1ccc(C(=O)N2CCCC2)cc1)c1ccccc1[N+](=O)[O-]	-10%	3%	10%	-7%	-0.6%	6%	4%
CCOC(=O)c1cc2ccc3ccccc3c2s1	-1%	?	100%[activator]	-19%	-0.8%	2%[46.1 µM]	16%
COc1cccc(-n2nnc3c(=O)n(C/C=C/c4ccccc4)cnc32)c1	0%	17%	-3%	-15%	0.0%	-29%[46.1 µM]	27%[38.3 µM]
COCCCNC(=S)N/N=C/c1ccc(OC)cc1	·	4%	1%	-2%[9.22 µM]	0.3%	37%	·
CC(=O)C1C(c2ccc(F)cc2)NC(=O)NC1(O)C(F)(F)F (stereo unspecified)	1%	1%	1%	5%	3.2%	-2%[46.1 µM]	6%[38.3 µM]
CCn1nc(C)c(NC(=O)/C=C/c2cnn(C)c2)c1C	0%	5%	3%	9%	-1.1%	-5%[46.1 µM]	12%[38.3 µM]
CCNc1nc(Oc2ccc(=O)[nH]n2)nc(SC)n1	-1%	6%	-11%	-11%	-1.1%	-11%[46.1 µM]	-1%[38.3 µM]
Cc1cc(=O)n2nc(N3CCC(C(=O)N4CCN(C)CC4)CC3)sc2n1	-1%	2%	?	15%	2.9%	3%[46.1 µM]	-18%[38.3 µM]
COc1ccc(C(=O)Nc2sc(C)c(C)c2CN2CC(C)OC(C)C2)cc1 (stereo unspecified)	·	-6%	0%	8%	0.9%	-30%[46.1 µM]	·
Fc1cnc(N2CCc3ccccc32)nc1N1CCc2ccccc21	8%	-4%	·	23%	2.9%	9%[46.1 µM]	?
Cc1cc(C)c(S(N)(=O)=O)c(C)c1N(C)S(=O)(=O)c1ccccc1	4%	-2%	-3%	6%	0.4%	1%	10%
CCCN(CCC)CCNS(=O)(=O)c1ccc2c(c1)oc(=O)n2C	-1%	9%	0%	-7%	0.0%	9%[46.1 µM]	28%[38.3 µM]
Nc1nc(N2CCN(c3ccc(F)cc3)CC2)n[nH]1	-2%	0%	-1%	-1%[9.22 µM]	-0.8%[10.1 µM]	7%	0%
CCOC(=O)c1cc(CC)sc1NC(=O)c1cc([N+](=O)[O-])ccc1N1CCOCC1	0%	0%	-10%	12%	1.0%	10%[46.1 µM]	-6%[38.3 µM]
O=C(C[n+]1cccc(NC(=O)c2ccccc2)c1)c1ccccc1	1%	3%	5%	-14%	-4.6%	-6%[46.1 µM]	6%
CN(C)c1nc(-c2cccnc2)nc(-c2ccc(Cl)cc2)c1C#N	3%	-10%	·	-8%	9.9%	-14%	7.9µM*
CCc1ccccc1NC(=S)N(CCc1ccncc1)C(C)C	·	4%	·	-12%	1.1%	3%	4%
CCCC[C@@H]1C[C@H]1[C@@H](NC(=O)c1ccccc1)c1ccccc1C(F)(F)F	2%	1%[2.36 µM]	9%	-1%	-2.5%	-28%	8%
CCOC(=O)c1ccc(NCCOC)c([N+](=O)[O-])c1	0%	-2%	-5%	12%	-1.4%	6%	1%
CNC(=S)N/N=C(\C)c1ccccc1	·	0%	-6%	-9%[9.22 µM]	2.9%	?	·
Cc1occc1C(=O)NNC(=S)NCC(C)C	-1%	7%	·	4%	2.7%	2%[46.1 µM]	23%[38.3 µM]
Cc1ccccc1-c1nc(-c2cccnc2)no1	9%	6%	13%	6%	-0.7%	-11%[46.1 µM]	-5%[38.3 µM]
NCc1ccccc1COc1ccccc1	8%	15%	6%	0%	-5.5%	-3%	1%
COc1ccc(-c2nn3c(-c4ccc(F)cc4)nnc3s2)cc1	-1%	?	-5%	1%	2.2%	?	-5%[38.3 µM]
COc1ccc(N(CC(=O)NCCC2=CCCCC2)S(C)(=O)=O)cc1	1%	11%	·	-9%	-1.4%	-4%[46.1 µM]	8%[38.3 µM]

Profiles, looked up by structure:
Entry for Cc1cc(C)c(S(N)(=O)=O)c(C)c1N(C)S(=O)(=O)c1ccccc1 → KinaseGlo FLuc: 4%; CBFb-RUNX1 inh: -2%; L3MBTL1 inh: -3%; HTT aggregate: 6%; Epigenetic reg: 0.4%; NPSR antagonist: 1%; IMPase Li inh: 10%
Entry for COc1cccc(-n2nnc3c(=O)n(C/C=C/c4ccccc4)cnc32)c1 → KinaseGlo FLuc: 0%; CBFb-RUNX1 inh: 17%; L3MBTL1 inh: -3%; HTT aggregate: -15%; Epigenetic reg: 0.0%; NPSR antagonist: -29%[46.1 µM]; IMPase Li inh: 27%[38.3 µM]

(next part)
SMILES	KinaseGlo FLuc	CBFb-RUNX1 inh	L3MBTL1 inh	HTT aggregate	Epigenetic reg	NPSR antagonist	IMPase Li inh
CCc1ccc(-c2cc(C(=O)Nc3ccc(S(=O)(=O)NC(C)=O)cc3)c3ccccc3n2)cc1	-2%	0%	-7%	?	1.4%	-11%[46.1 µM]	17%[38.3 µM]
O=C(Nc1ccccc1)N1C2CCC1CC(O)(c1cccnc1)C2 (stereo unspecified)	1%	-6%	1%	3%	-1.1%	-9%[46.1 µM]	3%[38.3 µM]
Cc1c(Cl)cccc1NC(=S)N(Cc1cccnc1)Cc1ccccc1Cl	0%	-5%	-7%	-6%	-1.7%	-54%	5%
CN1CCC(NC(=S)Nc2cccc([N+](=O)[O-])c2)CC1	3%	14%	1%	11%	-1.5%	2%	4%
CN1CCN(C(=S)c2cn(CCOc3ccccc3F)c3ccccc23)CC1	0%	-20%	-7%	5%[9.22 µM]	-0.2%	42%	7%
Cc1cccc(C)c1Nc1nnc(SC(C)C(=O)Nc2c(C)n(C)n(-c3ccccc3)c2=O)s1 (stereo unspecified)	1%	-3%	1%	-20%	1.1%	4%	4%
CC(C)CC(C(=O)OCC(=O)c1c(N)n(C)c(=O)n(C)c1=O)N1C(=O)C2CC=CCC2C1=O (stereo unspecified)	1%	-9%	·	-15%	0.9%	2%	-1%
CCOC(=O)C1CCCc2c1[nH]c1c(C(N)=O)cccc21 (stereo unspecified)	0%	-2%	·	-6%	0.0%	2%[46.1 µM]	28%[38.3 µM]
Clc1cccc(NC2=NCCC2)c1	3%	6%	·	-18%	0.0%	-1%[46.1 µM]	-12%[38.3 µM]
CCn1c(SCC(=O)Nc2cc(C)on2)nc2c(c1=O)SC(C)C2 (stereo unspecified)	0%	7%	20%	-1%	0.0%	-14%[46.1 µM]	14%[38.3 µM]
O=C1N/C(=N/NC(=O)c2cccc3ccccc23)S/C1=C\c1ccccc1OCc1ccccc1	-2%	-13%	1%	?	-3.4%	-19%[46.1 µM]	-15%[38.3 µM]

Screens as filed in PubChem.
